# LRH-1 inv ag – suppresses constitutive activity of human LRH-1; inhibition, % at 3.6 µM; 0.13% of 360,000 active; HEK293T StAR-luciferase reporter, LRH-1 transfected, 24 h;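 active means inhibition above the mean inhibition of all tested compounds plus 3 SD, cut at about 73% in these data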;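 further: 0% = DMSO wells and 100% = reporter-only cells lacking LRH-1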
# SRC3 inh – human NCOA3 inhibition; HEK293 GAL4-SRC3 luciferase reporter, luminescence; inhibition, % at 3.6 µM; 0.17% of 360,000 active; AID 588352;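 active means inhibition above a per-campaign cutoff, the mean of all compounds plus 3 SD, cut at about 60% in these data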;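 further: 0% = DMSO-treated cells and 100% = gossypol-treated cells at 36 µM; higher means less SRC3-driven luciferase light from the GAL4 reporter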
# NCOA2 inhibitor – human SRC2 (NCOA2) inhibition | AID 651957 | Q15596 | HEK293 GAL4-SRC2 luciferase reporter, luminescence | 0.17% of 370,000 active | inhibition, % at 9 µM;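 active means inhibition above the mean inhibition of all tested compounds plus 3 SD, set per campaign, cut at about 52% in these data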;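 further: 0% = DMSO treated cells and 100% = cells given Gossypol at 36 µM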
# TWEAK Fn14 block – inhibitors of TWEAK-Fn14 interaction signaling; TWEAK-stimulated Fn14 reporter cells, luciferase luminescence, 8 h; inhibition, % at 10 µM; 2% of 360,000 active; in the data active means inhibition above about 50%
# NOD2 RIPK2 PPI – inhibitors of human NOD2-RIPK2 interaction; O43353; CHO BLA complementation NOD2-RIPK2, CCF4 ratio; 0.38% of 360,000 active; AID 624267; inhibition, % at 4.98 µM; in the data active means inhibition above about 21%;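 further: 0% = vehicle only and 100% = reference blocker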
# SRC1 inh – inhibits human SRC1 coactivator; Q15788; HEK293 GAL4-SRC1 luciferase reporter, luminescence; inhibition, % at 3.6 µM; 0.12% of 360,000 active; AID 588354;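 active means inhibition above the campaign mean plus 3 SD, with each screening campaign given its own cutoff, cut at about 60% in these data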;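 further: 0% = DMSO treated cells and 100% = gossypol at 36 µM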
# TLR9-MyD88 inh – inhibitors of human TLR9-MyD88 binding | CHO BLA complementation TLR9-MyD88, CCF4 FRET ratio | inhibition, % at 4.98 µM | 0.21% of 340,000 active;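 active means inhibition above the mean over all tested compounds plus 3 SD, cut at about 21% in these data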;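 further: 0% = DMSO only wells and 100% = clavulanate BLA inhibitor control wells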
# Target sequence (Q99836 whole entry, looked up): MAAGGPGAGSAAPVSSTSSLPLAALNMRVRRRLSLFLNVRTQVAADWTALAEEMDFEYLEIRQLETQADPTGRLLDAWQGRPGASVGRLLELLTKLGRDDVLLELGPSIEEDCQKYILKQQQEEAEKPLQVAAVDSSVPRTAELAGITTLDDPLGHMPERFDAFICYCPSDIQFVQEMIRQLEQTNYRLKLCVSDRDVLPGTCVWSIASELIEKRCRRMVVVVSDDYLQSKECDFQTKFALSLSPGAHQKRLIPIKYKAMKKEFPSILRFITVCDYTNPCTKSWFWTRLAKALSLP
# Target sequence (Q9NR96 whole entry, looked up): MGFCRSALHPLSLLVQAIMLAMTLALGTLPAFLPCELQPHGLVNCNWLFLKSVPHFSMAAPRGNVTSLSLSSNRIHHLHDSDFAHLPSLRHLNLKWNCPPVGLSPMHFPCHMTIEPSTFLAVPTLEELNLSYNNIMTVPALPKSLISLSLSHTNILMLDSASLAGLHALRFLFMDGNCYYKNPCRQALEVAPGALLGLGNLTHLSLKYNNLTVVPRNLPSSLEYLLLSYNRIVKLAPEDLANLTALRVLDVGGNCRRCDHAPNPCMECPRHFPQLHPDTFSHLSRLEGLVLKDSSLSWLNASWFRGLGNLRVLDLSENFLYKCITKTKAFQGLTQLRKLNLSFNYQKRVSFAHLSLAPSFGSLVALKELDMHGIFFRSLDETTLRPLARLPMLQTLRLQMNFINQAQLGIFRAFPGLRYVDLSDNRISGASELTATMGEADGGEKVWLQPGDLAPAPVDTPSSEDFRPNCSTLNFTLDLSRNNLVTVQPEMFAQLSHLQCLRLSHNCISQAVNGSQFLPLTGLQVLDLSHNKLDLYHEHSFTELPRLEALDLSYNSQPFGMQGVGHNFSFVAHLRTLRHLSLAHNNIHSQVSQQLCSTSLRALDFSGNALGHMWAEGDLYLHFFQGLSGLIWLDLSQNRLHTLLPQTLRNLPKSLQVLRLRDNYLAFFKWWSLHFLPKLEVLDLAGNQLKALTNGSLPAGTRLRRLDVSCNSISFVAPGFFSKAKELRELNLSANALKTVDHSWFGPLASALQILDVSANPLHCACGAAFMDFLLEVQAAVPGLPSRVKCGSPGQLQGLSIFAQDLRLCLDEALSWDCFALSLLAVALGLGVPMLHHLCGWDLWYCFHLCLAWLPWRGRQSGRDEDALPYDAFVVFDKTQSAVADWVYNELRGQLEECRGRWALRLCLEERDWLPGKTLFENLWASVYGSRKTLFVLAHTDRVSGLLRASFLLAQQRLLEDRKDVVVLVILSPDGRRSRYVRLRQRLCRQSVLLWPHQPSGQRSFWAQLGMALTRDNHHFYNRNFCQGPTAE
# ABHD5 PLIN5 PPI – inhibitors of human ABHD5-perilipin-5 interaction; Q00G26+Q8WTS1; AID 602281; Split G. princeps luciferase complementation, luminescence, 4 h; inhibition, % at 4 µM; 0.78% of 360,000 active;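 active means inhibition above the mean inhibition across every tested compound plus 3 SD, cut at about 22% in these data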;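 further: 0% = DMSO only wells and the 100% control is not disclosed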
# NR2F2 inh – blocks human COUP-TFII nuclear receptor | P24468 | HEK293T NGFI-A luciferase reporter, luminescence | inhibition, % at 8.6 µM | 0.7% of 370,000 active | AID 686940;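 active means inhibition above a per-plate cutoff, mean inhibition of test wells between control levels plus 3 SD, cut at about 38% in these data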;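 further: cells cotransfected with COUP-TFII expression vector driving the NGFI-A reporter; 0% = median of COUP-TF2 test wells and 100% = reporter-only cells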
# Exocytosis inh – lytic granule exocytosis inhibition | TALL-104 LAMP-1 surface exposure, flow cytometry; cells stimulated with thapsigargin and PMA | inhibition, % at 10 µM | 0.66% of 360,000 active | AID 651702;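 active means inhibition above about 55%, limit read from the data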
# TROY NFkB inh – TROY signaling inhibition; Q293 LMP1-TROYcd NF-kB luciferase reporter, 4 h; inhibition, % at 10 µM; 0.98% of 360,000 active; AID 1347056;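 active means compounds whose plate-normalised and pattern-corrected inhibition of the luciferase reporter signal at the single screening dose is 50% or more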
# * = called active by the depositor; x = no result given. This is a subset, so the mix of outcomes need not match the whole.
canonical_smiles | ABHD5 PLIN5 PPI | NOD2 RIPK2 PPI | TROY NFkB inh | NR2F2 inh | SRC3 inh | TWEAK Fn14 block | TLR9-MyD88 inh | Exocytosis inh | LRH-1 inv ag | NCOA2 inhibitor | SRC1 inh
O=C(N/N=C/c1cc(Br)c(Br)o1)c1cc2ccccc2o1 | 0 | 6 | -11 | 9 | -4 | -45 | 1 | 2 | -17 | -6 | -3
COC(=O)[C@@]12C[C@@H](CC(=O)NCCc3ccccc3OC)C(=O)N(Cc3ccc4c(c3)OCO4)C1=CCC(C)(C)C2 | 1 | 5 | x | -5 | x | x | x | 4 | -1 | 12 | x
O=C(NOC(=O)c1cc(Br)ccc1Cl)c1cccs1 | 2 | -3 | 6 | 9 | 15 | -6 | 8 | 0 | -22 | 7 | -11
COc1cccc(OC)c1C(=O)OCC(=O)N(C)c1ccccc1 | 4 | 5 | -1 | -3 | -5 | -1 | 8 | -2 | -3 | 18 | 1
COc1ccc(NC(=O)CN2CCN(CC(=O)Nc3ccccc3Cl)CC2)c(OC)c1 | -1 | 4 | 15 | -1 | 10 | 16 | 6 | -3 | 11 | 22 | 11
COc1cc(/C=N\NC(=O)c2ccccc2F)ccc1Oc1ccc([N+](=O)[O-])cn1 | -2 | -1 | -7 | -2 | 11 | 4 | 5 | 11 | -22 | -22 | -29
CCCCCCN1C[C@@H](O)[C@H](n2cc(COC(=O)c3ccccc3)nn2)C[C@@H]1c1ccc(OC)cc1 | 1 | 4 | -4 | 2 | -13 | -46 | 0 | -1 | -3 | 13 | 21
CC(C)(C)C(=O)Nc1ccc(C(=O)N/N=C/c2ccccc2OC(=O)c2ccc(Cl)cc2Cl)cc1 | -2 | -11 | -17 | -4 | 23 | 15 | 5 | -3 | -14 | 6 | 10
Cc1ccc(OCCNC(=O)/C=C/c2ccccc2)cc1C | 0 | 2 | -6 | 6 | -5 | 18 | -9 | -10 | 2 | -18 | 9
CCCNC(=O)c1ccccc1NC(=O)Nc1ccccc1C | 10 | -4 | 9 | 10 | 6 | -3 | 7 | 0 | 17 | -15 | -3
C[N+]1(CCOS(=O)C23CC4CC(CC(C4)C2)C3)CCOCC1 (stereo not given) | -6 | -9 | 8 | 23 | -3 | 3 | 6 | 2 | -6 | -33 | -14
O=[N+]([O-])c1cccc(-c2cc3ccccc3[nH]2)c1 | -10 | 2 | -39 | -10 | -32 | 3 | 12 | -13 | 0 | -31 | -24
COc1ccc(-n2cccc2/C=C2/NC(=O)N(c3cccc(Cl)c3)C2=O)cc1 | -5 | 3 | 76* | -4 | -8 | 56* | 1 | 3 | -50 | -44 | -54
CC(=O)Nc1ccc(C)c(NC(=S)Nc2ccc(F)cc2)c1 | -2 | -3 | -17 | 10 | 13 | -8 | -12 | 2 | -3 | 8 | -26
CCNc1nc(N2CCCCC2)nc(-n2nnc(C(=O)OCC)c2C)n1 | -1 | 3 | -5 | -19 | 6 | 1 | -4 | 2 | 16 | -8 | 6
N#CCC(=O)NCCCOC(=O)Nc1ccc(Cl)c(Cl)c1 | 0 | -9 | 2 | 6 | -11 | 18 | 0 | 1 | -4 | -11 | -12
O=S(=O)(Nc1ccc(Br)cc1)c1cccc(NC(=S)NCCN2CCOCC2)c1 | -7 | -8 | 17 | 19 | 5 | 27 | -9 | 2 | 12 | 13 | -6
O=c1cc(-c2ccsc2)oc2ccc(-c3ccc4cc[nH]c4c3)cc12 | -5 | 1 | -21 | -24 | -60 | -40 | -6 | -15 | -73 | -32 | -58
O=C(Nc1nccs1)c1ccc[nH]c1=O | 2 | -16 | -16 | -13 | -36 | 5 | -10 | -2 | -21 | -19 | -103
O=C(CN(C(=O)c1csnn1)c1cccc(F)c1)NCc1ccc(F)cc1 | 4 | 1 | -5 | 18 | -6 | 1 | 10 | -3 | 1 | -17 | -19

# Ten entries from above, arranged by count of non-hydrogen atoms, ascending.
canonical_smiles | ABHD5 PLIN5 PPI | NOD2 RIPK2 PPI | TROY NFkB inh | NR2F2 inh | SRC3 inh | TWEAK Fn14 block | TLR9-MyD88 inh | Exocytosis inh | LRH-1 inv ag | NCOA2 inhibitor | SRC1 inh
O=C(Nc1nccs1)c1ccc[nH]c1=O | 2 | -16 | -16 | -13 | -36 | 5 | -10 | -2 | -21 | -19 | -103
O=[N+]([O-])c1cccc(-c2cc3ccccc3[nH]2)c1 | -10 | 2 | -39 | -10 | -32 | 3 | 12 | -13 | 0 | -31 | -24
N#CCC(=O)NCCCOC(=O)Nc1ccc(Cl)c(Cl)c1 | 0 | -9 | 2 | 6 | -11 | 18 | 0 | 1 | -4 | -11 | -12
Cc1ccc(OCCNC(=O)/C=C/c2ccccc2)cc1C | 0 | 2 | -6 | 6 | -5 | 18 | -9 | -10 | 2 | -18 | 9
CCCNC(=O)c1ccccc1NC(=O)Nc1ccccc1C | 10 | -4 | 9 | 10 | 6 | -3 | 7 | 0 | 17 | -15 | -3
O=c1cc(-c2ccsc2)oc2ccc(-c3ccc4cc[nH]c4c3)cc12 | -5 | 1 | -21 | -24 | -60 | -40 | -6 | -15 | -73 | -32 | -58
CCNc1nc(N2CCCCC2)nc(-n2nnc(C(=O)OCC)c2C)n1 | -1 | 3 | -5 | -19 | 6 | 1 | -4 | 2 | 16 | -8 | 6
O=C(CN(C(=O)c1csnn1)c1cccc(F)c1)NCc1ccc(F)cc1 | 4 | 1 | -5 | 18 | -6 | 1 | 10 | -3 | 1 | -17 | -19
O=S(=O)(Nc1ccc(Br)cc1)c1cccc(NC(=S)NCCN2CCOCC2)c1 | -7 | -8 | 17 | 19 | 5 | 27 | -9 | 2 | 12 | 13 | -6
CC(C)(C)C(=O)Nc1ccc(C(=O)N/N=C/c2ccccc2OC(=O)c2ccc(Cl)cc2Cl)cc1 | -2 | -11 | -17 | -4 | 23 | 15 | 5 | -3 | -14 | 6 | 10

# Bioassay records deposited in PubChem BioAssay by several laboratories.
